TRPC4 inh: blocks the mouse TRPC4 cation channel. Q9QUQ5. HEK293 TRPC4beta/mu-opioid, DAMGO-evoked Fluo4 calcium flux; hits give low values. B-score at 10 µM. 300,000 tested, 0.39% active. AID 2247;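 active = B-score over 3 SD under the library average, no early fluorescence shift, positive overall ratio signal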
Target sequence (Q9QUQ5 whole entry, looked up): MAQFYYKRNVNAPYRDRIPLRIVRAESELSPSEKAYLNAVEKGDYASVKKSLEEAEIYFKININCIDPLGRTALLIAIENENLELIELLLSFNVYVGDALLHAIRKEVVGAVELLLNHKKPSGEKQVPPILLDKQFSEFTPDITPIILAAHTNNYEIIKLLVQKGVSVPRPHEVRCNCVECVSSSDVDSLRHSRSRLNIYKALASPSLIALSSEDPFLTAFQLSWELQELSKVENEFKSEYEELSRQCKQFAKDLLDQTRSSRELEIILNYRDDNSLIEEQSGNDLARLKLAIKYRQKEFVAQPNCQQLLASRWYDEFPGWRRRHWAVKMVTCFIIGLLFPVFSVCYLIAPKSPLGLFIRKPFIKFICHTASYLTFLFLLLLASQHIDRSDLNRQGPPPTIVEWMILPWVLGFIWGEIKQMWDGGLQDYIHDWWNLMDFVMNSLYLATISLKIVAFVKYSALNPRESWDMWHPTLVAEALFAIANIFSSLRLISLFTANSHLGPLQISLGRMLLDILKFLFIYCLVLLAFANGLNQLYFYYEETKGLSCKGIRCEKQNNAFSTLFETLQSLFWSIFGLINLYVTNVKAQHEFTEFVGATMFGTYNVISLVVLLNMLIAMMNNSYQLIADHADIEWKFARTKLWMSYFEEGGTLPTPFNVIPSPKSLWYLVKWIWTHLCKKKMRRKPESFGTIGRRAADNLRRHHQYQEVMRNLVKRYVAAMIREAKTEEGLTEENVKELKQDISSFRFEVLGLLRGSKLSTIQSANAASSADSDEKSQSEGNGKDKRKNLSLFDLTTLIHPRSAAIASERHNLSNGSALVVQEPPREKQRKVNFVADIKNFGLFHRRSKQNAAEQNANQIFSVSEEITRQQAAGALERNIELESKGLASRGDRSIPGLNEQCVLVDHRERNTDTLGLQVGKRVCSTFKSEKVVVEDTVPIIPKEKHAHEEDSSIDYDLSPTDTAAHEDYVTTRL
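Assay system: HEK293 cells with stable TRPC4beta plus mu-opioid receptor expression; Probe or stimulus: DAMGO in two steps, submaximal then maximal; Dosing: single-point compound dosing; Measured by: Fluo4 calcium-dye fluorescence, kinetic read; Read-out basis: B score from integrated Fluo4 fluorescence ratio.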
KCNQ1 act: human KCNQ1 channel potentiation or activation; CHO-K1 KCNQ1, thallium flux FluxOR fluorescence; hits give high values; P51787; B-score at 10 µM; 310,000 tested, 0.35% active;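 active = fluorescence ratio B-score, a plate-corrected score, at least three library SD, with initial intensity B-score within 5 SD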
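Doses: Single concentration per compound, DMSO matched to controls | Test system: KCNQ1-transfected CHO-K1 cells | Timing: 90 min dye loading and 20 min compound exposure, both at room temperature | Measured by: Kinetic FluxOR thallium fluorescence, 10-s 1-Hz baseline, 110-s post-stimulus read | Medium: Assay buffer with matched DMSO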
TRPC4 potent: TRPC4 (mouse) allosteric potentiation | Q9QUQ5 | HEK293 TRPC4beta/mu-opioid, DAMGO EC20, Fluo-4 Ca2+ flux; hits give high values | B-score at 10 µM | 310,000 tested, 0.42% active;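 active = B-score of calcium response area above 5 SD of library B-scores, with initial fluorescence ratio within 5 SD of library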;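 also: B-score of integrated fluorescence ratio over time as area under calcium response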
PolyA inhibitor: blocks polyadenylation in yeast reporter cells | S. cerevisiae SKY197-pL101 polyadenylation reporter, beta-gal luminescence; efflux-impaired pdr1/pdr3 knockout yeast; score 100 = 6 SD above DMSO | calls only at 12 µM | 300,000 tested, 0.02% active | AID 1875;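 active = lowest replicate activity score at least 50, where 100 means six control SD above control mean; inconclusive = lowest score under 50 but half or more replicates reach 50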;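 also: yeast exposed to compound for 9 h at 30 °C; higher score means more reporter readthrough which indicates perturbed polyadenylation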
Platelet DG rel: modulates dense granule release in human platelets | human platelet-rich plasma, SFLLRN dense granule ATP release, luminescence | inhibition, %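 (compounds screened at 7.5 µM in platelet-rich plasma)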 | 300,000 tested, 0.22% active | AID 1663;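 active = mean replicate score, as percent of positive control, at or above 50; inconclusive = mean below 50 but at least one replicate at or above 50; inactive = mean and every replicate below 50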
TRPC4 agonist: TRPC4 (mouse) channel activation; Q9QUQ5; HEK293 TRPC4beta/mu-opioid, Fluo4 calcium fluorescence; hits give high values; B-score at 10 µM; 310,000 tested, 0.49% active; AID 2237;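 active = B-score above 5 SD of library B-scores, and initial fluorescence ratio not above library mean plus 5 SD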;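 also: positive B-score marks a calcium rise read as TRPC4 activation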
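Technique: kinetic Fluo4 calcium fluorescence; Test system: TRPC4beta and mu-opioid receptor HEK293 stable cells; Measure: B-scored integrated calcium fluorescence ratio; Benchmarks: low control buffer alone, high control maximal DAMGO; Schedule: 45 min room-temperature Fluo4 loading, 110 s read.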
DYRK1A inh: blocks rat Dyrk1A kinase activity | ADP-Glo luminescence, NFATc1 peptide | inhibition, % at 12.5 µM | 310,000 tested, 0.43% active | Q63470; in the data active = inhibition above about 50%;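 also: plate controls were vehicle with enzyme for no effect and no enzyme for full effect; many of its hits are not listed in these tables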
KCNK3 inh: human KCNK3 channel inhibition, primary screen; O14649; CHO-KCNK3 thallium flux, FluxOR fluorescence; hits give low values; B-score at 10 µM; 340,000 tested, 0.84% active; AID 602410;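 active = B-score under library mean minus 4 SD, starting fluorescence ratio at most library mean plus 5 SD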;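 also: more negative B-score means stronger inhibition of thallium flux through KCNK3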
KCNQ1 inh: inhibitors of human KCNQ1 potassium channel | P51787 | CHO-K1 KCNQ1, FluxOR thallium flux fluorescence; hits give high values | B-score at 10 µM | 310,000 tested, 1.3% active | AID 2642;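 active = compounds whose thallium flux B-score, printed positive for inhibition, exceeds three library SD while starting fluorescence stays within three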;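 also: channel opened by potassium depolarization with thallium stimulus after 20 min compound exposure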
KCNK9 block: human KCNK9 channel inhibition. Q9NPC2. HEK293 KCNK9, FluxOR thallium flux fluorescence; hits give low values. B-score at 10 µM. 310,000 tested, 1.2% active;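 active = ratio B-score over 3 SD below the library mean, with starting fluorescence within 5 SD of its mean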;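 also: negative B-score means less thallium flux so channel inhibition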
hERG protect: hERG (human) protection from proarrhythmic block | activation (rescue from dofetilide block), less the hit threshold, % at 10 µM | 310,000 tested, 0.51% active | AID 1511 | CHO-hERG, FluxOR thallium flux, dofetilide IC70 present;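 active = activation above the mean of controls blocked by dofetilide plus 5 SD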;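 also: thallium influx through hERG after potassium depolarization seen as dye fluorescence rise; in these data hits start at about 4.7%; inactives centre near -7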
Active calls of the source: *; i = inactive; ? = inconclusive; / = no result given; & = joins results of further samples.

Results follow in this order: TRPC4 inh	KCNQ1 act	TRPC4 potent	PolyA inhibitor	Platelet DG rel	TRPC4 agonist	DYRK1A inh	KCNK3 inh	KCNQ1 inh	KCNK9 block	hERG protect
CCCCn1c(N)c(N(CC(C)C)C(=O)c2cccc(S(=O)(=O)N(C)c3ccc(C)cc3)c2)c(=O)[nH]c1=O
    i	i	i	i	-1	i	-3	i	i	i	-16
FC(F)(F)c1cccc(Nc2cc(-c3ccccc3)nc3ncnn23)c1
    i	i	i	i	4	i	/	i	i	i	-4
CCCCOC(=O)C1=C(C)NC(=O)NC1c1ccc([N+](=O)[O-])s1 (stereo unspecified)
    i	i	i	i	-14	i	2	i	i	i	-6
Cc1cc(C)cc(N2CCCC2=O)c1
    i	i	i	i	0	i	-3	i	i	i	-4
CNC(=O)NC(=O)CSc1nc2sccc2c(=O)n1-c1ccccc1
    i	i	i	i	-8	i	-1	i	i	i	-11
Cn1c(=O)c(C(=O)CN2CCc3ccccc32)c(N)n(Cc2ccccc2)c1=O
    i	i	i	i	-20	i	-2	i	i	i	-5
COc1cccc(CN2CCN(Cc3cccn3-c3cccnc3)CC2CCO)c1 (stereo unspecified)
    i	i	i	i	-3	i	0	i	i	i	-4
CN(Cc1ccccc1)c1nc2c(c(=O)[nH]c(=O)n2C)n1Cc1ccccc1Cl
    i	i	i	i	0	i	1	i	i	i	-13
COC(CNC(=O)C1CCN(C(=O)c2cc3oc(C)cc3n2Cc2c(F)cccc2Cl)CC1)OC
    i	i	i	i	3	i	5	i	i	i	-8
COc1ccc(S(=O)(=O)N2CCc3ccccc32)cc1C(=O)Nc1ccc(C(N)=O)cc1
    i	i	i	i	-8	i	/	i	i	i	-2
Cn1c(CC(=O)Nc2ccccc2F)nnc1SCC(=O)NC1CCCC1
    i	i	i	i	3	i	-5	i	i	i	1
Cc1ncoc1C(=O)N1CCCC(C(=O)c2ccc(C(F)(F)F)cc2)C1 (stereo unspecified)
    i	i	i	i	3	i	4	i	i	i	-1
COc1ccc2c3c1OC1CC(O)C=CC31CCN(C)C2 (stereo unspecified)
    i	i	i	i	1&-2	i	4&13	i	i	i	-2&-4
Cc1cccc(NC2=C(C#N)C(=O)NC3(CCCC3)S2)c1
    i	i	i	i	-3	i	8	i	i	i	-6
O=C(Nc1cccc(-c2nc3cccnc3s2)c1)C1c2ccccc2Oc2ccccc21
    i	i	i	i	1	i	2	i	i	i	-9

Some of the entries so far, in markdown:
| Compound | TRPC4 inh | KCNQ1 act | TRPC4 potent | PolyA inhibitor | Platelet DG rel | TRPC4 agonist | DYRK1A inh | KCNK3 inh | KCNQ1 inh | KCNK9 block | hERG protect |
| --- | --- | --- | --- | --- | --- | --- | --- | --- | --- | --- | --- |
| CN(Cc1ccccc1)c1nc2c(c(=O)[nH]c(=O)n2C)n1Cc1ccccc1Cl | i | i | i | i | 0 | i | 1 | i | i | i | -13 |
| COC(CNC(=O)C1CCN(C(=O)c2cc3oc(C)cc3n2Cc2c(F)cccc2Cl)CC1)OC | i | i | i | i | 3 | i | 5 | i | i | i | -8 |
| COc1ccc(S(=O)(=O)N2CCc3ccccc32)cc1C(=O)Nc1ccc(C(N)=O)cc1 | i | i | i | i | -8 | i | / | i | i | i | -2 |

(cont.)
Results follow in this order: TRPC4 inh	KCNQ1 act	TRPC4 potent	PolyA inhibitor	Platelet DG rel	TRPC4 agonist	DYRK1A inh	KCNK3 inh	KCNQ1 inh	KCNK9 block	hERG protect
CC1(C)CC2(CCO1)OC(=O)CC2C(=O)Nc1c(Cl)cccc1Cl (stereo unspecified)
    i	i	i	i	-3	i	/	i	i	i	-6
COc1ccc(C(=O)NNC(=O)CSc2nc3c([nH]2)c(=O)n(C)c(=O)n3C)cc1
    i	i	i	i	2	i	-5	i	i	i	-12
CCOC(=O)NCC(C#CCN(CC)CC)N(CC)CC (stereo unspecified)
    i	i	i	i	4	i	3	i	i	i	-2
Cc1ccc(Nc2nc(N)nc(CSc3nncn3C)n2)cc1
    i	i	i	i	-8	i	-3	i	i	i	-4
Cc1ccccc1N(CC(=O)Nc1ccc(F)cc1)S(C)(=O)=O
    i	i	i	i	8	i	4	i	i	i	-3
CCOc1cccc(OCCOCCNC(C)(C)C)c1
    i	i	i	i	3	i	3	i	i	i	-2
COCCNC(=O)c1onc(CSc2ccccc2)c1C(=O)O
    i	i	i	i	0	i	7	i	i	i	-3
CC(C)(C)c1nn(-c2ccccc2)c2[nH]c(=O)c(CNCc3ccco3)cc12
    i	i	i	i	-2	i	-2	i	i	i	0
N#Cc1ccccc1S(=O)(=O)N1CCN(C(=O)CN2C(=O)NC3(CCCC3)C2=O)CC1
    i	i	i	i	14	i	-1	i	i	i	-12
O=C(c1cccc([N+](=O)[O-])c1)N1CCN(c2ccc(N3CCOCC3)nn2)CC1
    i	i	i	i	8	i	-6	i	i	i	-9
O=C(CCSCc1ccccc1Cl)N1CCN(c2ccccn2)CC1
    i	i	i	i	-4	i	3	i	i	i	-16
CC(=O)NC12CC3CC(C1)CC(C(=O)N(C)Cc1cccc(Cl)c1Cl)(C3)C2
    i	i	i	i	-11	i	6	i	i	i	-11
CC(Nc1cc(=O)n(C)c(=O)n1C)c1ccccc1 (stereo unspecified)
    i	i	i	i	0	i	-62	i	i	i	0
S=c1[nH]nc(Nc2ccccc2Cl)s1
    i	i	i	i	0	i	-4	i	i	i	-1
Cc1cccc(-c2nc(CS(=O)CC(=O)NC(C)CCc3ccccc3)c(C)o2)c1 (stereo unspecified)
    i	i	i	i	-2	i	-2	i	i	i	-11

(next part)
Results follow in this order: TRPC4 inh	KCNQ1 act	TRPC4 potent	PolyA inhibitor	Platelet DG rel	TRPC4 agonist	DYRK1A inh	KCNK3 inh	KCNQ1 inh	KCNK9 block	hERG protect
CCOC(=O)C1=NN(C(=O)c2cccc(Br)c2)C(O)(C(C)(C)C)C1 (stereo unspecified)
    i	66*	i	i	1	180*	/	/	i	i	51*
Cc1ccc(C2=NNC(c3cccc(F)c3)S2)cc1 (stereo unspecified)
    i	i	i	i	-1	i	6	i	i	i	-11
O=C(O)C1=C[C@H](c2ccc3c(c2)OCO3)C[C@H](OCc2ccc(CO)cc2)O1
    i	i	i	i	0	i	2	i	i	i	0
CCC(=O)N1CCN(c2ccccc2NC(=O)Cc2ccccc2)CC1
    /	i	i	i	18	i	0	i	i	i	-4
C/C(=N/NC(=O)Nc1ccccc1)c1ccc(C)cc1
    i	i	i	i	4	i	2	i	i	i	-7
COc1ccc(N2CC(NS(=O)(=O)c3ccc4ccccc4c3)CC2=O)cc1OC (stereo unspecified)
    i	i	i	i	4	i	6	i	i	i	-13
CN(Cc1ccccc1)S(=O)(=O)c1ccc(NC(=S)NC(=O)C2CCCCC2)cc1
    i	i	i	i	4	i	9	i	i	i	-15
Cc1ccc(OCC(=O)NNC(=O)c2ccoc2C)c(Br)c1
    i	i	i	i	0	i	-2	i	i	i	-9
Cc1c(NC(=O)c2cc(-c3ccc(Br)cc3)on2)c(=O)n(-c2ccccc2)n1C
    i	i	i	i	0	i	6	i	i	i	-5
Cc1ccc(NC(=S)NC(=O)c2sc3ccccc3c2Cl)c(C(=O)O)c1
    -6*	9*	i	i	12	i	/	/	i	i	8.6*
CC(=O)N1CCc2c(sc3c2c(=O)n(-c2ccccc2)c(=O)n3Cc2ccccc2Cl)C1
    i	i	i	i	10	i	-3	i	i	i	-4
CCN(CC(=O)Nc1ccc(NC(C)=O)cc1)C(=O)c1n[nH]c(=O)c2ccccc12
    i	i	i	i	3	i	-1	i	i	i	-5
CC(=O)Nc1ccc(NC(=O)C(C)N2CCN(S(=O)(=O)c3ccc(C)cc3)CC2)cc1 (stereo unspecified)
    i	i	i	i	-6	i	12	i	i	i	-6
O=C(CCC(=O)N1CCOc2ccc(Cl)cc21)NCc1ccccc1
    i	i	i	i	-6	i	-2	i	i	i	-13
O=C1C=C(OCc2ccccc2)CN1
    i	i	i	i	1	i	-1	i	i	i	-10

(more compounds)
Results follow in this order: TRPC4 inh	KCNQ1 act	TRPC4 potent	PolyA inhibitor	Platelet DG rel	TRPC4 agonist	DYRK1A inh	KCNK3 inh	KCNQ1 inh	KCNK9 block	hERG protect
CC(=O)c1c(C)[nH]c(C2=NNC(=NCc3ccccc3)SC2)c1C
    i	i	i	i	4	i	2	i	i	i	-21
COc1cc(C(=O)OCC(=O)N2CCC(Cc3ccccc3)CC2)cc(OC)c1OC
    i	i	i	i	9	i	3	i	i	i	-6
COc1ccc(CCn2nnnc2C(CC(C)C)N2CCN(c3ncccn3)CC2)cc1OC (stereo unspecified)
    i	i	i	i	-1	i	7	i	i	i	-4
O=C(/C=C/c1cccc([N+](=O)[O-])c1)Nc1cc(C(=O)O)cc(C(=O)O)c1
    i	i	i	i	9	i	-5	i	i	i	-8
O=C(Oc1ccccc1)N1CCN(C(=O)c2ccco2)CC1
    i	i	i	i	-2	i	0	i	i	i	-10
CO/N=C/CC(=O)c1cnc(-c2ccc(Cl)cc2)s1
    i	i	i	i	0	i	0	i	i	i	-6
O=C(O)COc1ccc(S(=O)(=O)NCCc2ccccc2)cc1
    i	i	i	i	-5	i	-1	i	i	i	-6
O=c1[nH]c2ccc(S(=O)(=O)N3CCCCC3)cc2[nH]c1=O
    i	i	i	i	-2	i	6	i	i	i	-6
CN(c1ccccc1)S(=O)(=O)c1ccc(Cl)c(C(=O)OCC(=O)N2CCOCC2)c1
    i	i	i	i	17	i	0	i	i	i	5
CC1(C)CC(=O)C(C(c2ccncc2)C2C(=O)CC(C)(C)CC2=O)C(=O)C1
    i	i	i	i	-1	i	8	i	i	i	-3
O=C(O)c1ccccc1Nc1cc(Cl)c2nonc2c1[N+](=O)[O-]
    i	i	i	i	-1	i	7	i	i	i	-10
COc1ccc(OC)c2c1sc(=NC(=O)C(C)C)n2C
    i	i	i	i	-3	i	6	i	i	i	-6
Cc1cc(-c2ccc(S(=O)(=O)N3CCN(c4ccccc4F)CC3)s2)on1
    i	i	i	i	?	i	-2	i	i	i	-6
O=C(CN1CCN(c2ccccc2)CC1)Nc1ccc2c(c1)OCCO2
    i	i	i	i	1	i	/	i	i	i	1
COC(=O)C1CC(O)CN1C(=O)c1ccco1 (stereo unspecified)
    i	i	i	i	4	i	-3	i	i	i	-12

These rows are one share of the data. The share of hits here may be higher or lower than overall.
